From PubChem BioAssay
KOR beta-arrestin-1: kappa opioid receptor blockers – cell-based, luminescence, uHTS (AID 1778) | KOR beta-arrestin recruitment, luminescence, antagonist mode; higher % means a stronger effect | one-dose inhibition, % at 10 µM; IC50 in µM for titrated hits | 0.091% of 290,000 active; note: strong numbers were not always called active
NOD2 inhibition: NOD2 signaling inhibitors, cell-based, luminescence, uHTS, HEK293 (AID 1566); HEK293 NOD2/NF-kB luciferase reporter, luminescence; higher % means a stronger effect; inhibition, % at 4 µM, or EC50 in µM where a hit was titrated; 0.63% of 290,000 active; note: many of its hits are not listed in these tables
NOD1 NF-kB reporter: NOD1 signaling inhibitors, primary screen, cell-based, luminescence, uHTS (AID 1578). 1% of 290,000 active. NOD1-driven NF-kB luciferase reporter cells, luminescence; higher % means a stronger effect. inhibition, % at 4 µM; hits with a dose series show EC50 in µM; in the data active = inhibition mostly above about 36%, no sharp cut-off; inactive = mostly below about 34%;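 note: HEK-293T reporter cells stimulated with the NOD1 agonist gamma-tri-DAP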
HIV fusion peptide: inhibitors of HIV fusion peptide binding, primary screen, biochemical, uHTS, fluorescence dequenching (AID 1986); 0.3% of 290,000 active; cell-free peptide binding, fluorescence dequenching, 30 min; higher % means a stronger effect; inhibition, % at 20 µM, or IC50 in µM where a hit was titrated; in the data active = inhibition mostly above about 52%, no sharp cut-off; inactive = mostly below about 76%; note: some results filed as inactive read as strong as hits
GPR55 antagonists: inhibition of LPI-stimulated GPR55 beta-arrestin translocation – imaging, U2OS, beta-arrestin-GFP, LPI agonist, primary screen (AID 2013); U2OS GPR55 beta-arrestin-GFP translocation imaging, LPI antagonism; higher % means a stronger effect; inhibition, % at 10 µM; hits with a dose series show IC50 in µM; 0.13% of 290,000 active;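 active = spots per cell inhibited over 60%, with over 100 cells counted and total cytoplasm intensity under 500,000; inconclusive = wells with under 100 cells, flagged as likely toxic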;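 note: U2OS cells stably carrying GPR55 and arrestin-GFP stimulated by 5 µM LPI near EC80; imaged beta-arrestin-GFP aggregate spots per cell after agonist stimulation; plate controls were LPI-stimulated DMSO wells for no effect and DMSO wells without LPI for full effect; some results filed as inactive read as strong as hits; confirmed hits need IC50 under 10 µM and bright autofluorescent wells are also inconclusive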
GPR55 beta-arrestin: selective activators of receptor GPR55 – imaging, U2OS cells, beta-arrestin-GFP redistribution, primary screen (AID 1961); U2OS GPR55 beta-arrestin-GFP redistribution imaging; higher % means a stronger effect; activation, % at 10 µM, or EC50 in µM where a hit was titrated; 0.048% of 290,000 active;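 active = activation above 40% with more than 50 cells counted in the well; inconclusive = wells holding fewer than 50 cells, flagged as toxic or sparse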;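 note: U2OS osteosarcoma cells stably expressing GPR55 and beta-arrestin-GFP; plate controls were DMSO negative control for no effect and LPI positive control for full effect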
GPR35 antagonists: GPR35 antagonists blocking zaprinast-driven arrestin recruitment, primary screen, imaging, U2OS, beta-arrestin-GFP, zaprinast agonist (AID 2058) | U2OS GPR35 beta-arrestin-GFP translocation imaging, zaprinast antagonism; higher % means a stronger effect | 0.052% of 290,000 active | inhibition, % at 10 µM; hits with a dose series show IC50 in µM;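 active = inhibition of at least 50% with at least 30 cells and total cytoplasm GFP at most 10,000,000; inconclusive = under 30 cells or total GFP of 10,000,000 plus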
Myeloid diff MLP: promotes myeloid progenitor differentiation; calls only at 10 µM; 1% of 360,000 active; AID 624256; ER-HoxA9 myeloid progenitors, lysozyme-GFP differentiation, flow cytometry;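 active = normalized GFP-positive differentiation at or above the plate's own cutoff, the solvent-only control mean plus 3 SD; inconclusive = no clear call, values can overlap the other calls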;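 note: cells exposed to compound for four days before flow analysis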
KOR beta-arrestin-2: kappa opioid receptor activators – cell-based, luminescence, uHTS, primary screen (AID 1777); 0.02% of 280,000 active; KOR beta-arrestin recruitment, luminescence; higher % means a stronger effect; one-dose activation, % at 10 µM; EC50 in µM for titrated hits; in the data active = activation above about 50%, passing the limit was not always enough; note: a part of the inactive calls stands beside numbers as strong as those of hits
Myeloid diff MLP GFP+ MAC1+ %: also measured in Myeloid diff MLP; calls as there; GFP+ MAC1+ double positive, %; measured here: differentiation confirmed by MAC1 staining
Numbers without * were called inactive; i = inactive; ? = inconclusive; . = not tested or not shown; [ ] = remark or other dose. Cut-off read from the data, not from the text of the source, unless noted: active = inhibition above about 50%; inactive = the rest.

No.	mol	GPR55 antagonists	Myeloid diff MLP	KOR beta-arrestin-1	GPR55 beta-arrestin	KOR beta-arrestin-2	HIV fusion peptide	GPR35 antagonists	Myeloid diff MLP GFP+ MAC1+ %	NOD1 NF-kB reporter	NOD2 inhibition
1	Cn1cc(C(=O)NCc2cccnc2)c(=O)c2cc(S(=O)(=O)N3CCCCCC3)ccc21	10%	.	19%	-0.2%	-0.6%	4.9%	-8%	.	-16%	15%
2	Cc1ccc(Cl)cc1N1CCN(C(=O)C2CCN(S(=O)(=O)c3c(C)nn(C)c3C)CC2)CC1	9%	i	4%	-0.2%	-1.5%	-0.2%	6%	0.4	-11%	23%
3	O=C1C2C3C=CC(C2C(=O)N1CCO)C1C(=O)N(CCO)C(=O)C31 (centres undefined)	11%	i	29%	-0.1%	-19%	0.2%	3%	0.6	-11%	-7%
4	CCNc1nc(OC)nc(Oc2ccc(=O)n(-c3ccccc3)n2)n1	-2%	i	-12%	0.2%	3.6%	1.9%	-11%	0.9	.	6%
5	Cc1ccc(Cn2c(-c3nonc3N)nc3ccccc32)cc1	24%	i	-5%	0.0%	-4.9%	1.5%	6%	0.4	-13%	0%
6	O=C1c2ccccc2NC(c2cccc([N+](=O)[O-])c2)N1CCc1ccccc1 (centres undefined)	10%	i	-22%	-0.2%	3.4%	0.3%	7%	1.4	14%	-72%
7	CNC(=O)c1ccc(-c2sc3nc(N4CCOCC4)c4c(c3c2N)CC(C)(C)OC4)o1	-6%	i	-26%	-0.1%	8.0%	-0.9%	-17%	1.2	31%	7%
8	CCOC(=O)c1[nH]cnc1C(=O)Nc1ccc([N+](=O)[O-])cc1	-3%	i	10%	0.0%	-0.6%	-0.7%	-7%	0.6	-7%	-10%

Brought forward from above: 2 entries, followed by the next part.
No.	mol	GPR55 antagonists	Myeloid diff MLP	KOR beta-arrestin-1	GPR55 beta-arrestin	KOR beta-arrestin-2	HIV fusion peptide	GPR35 antagonists	Myeloid diff MLP GFP+ MAC1+ %	NOD1 NF-kB reporter	NOD2 inhibition
7	CNC(=O)c1ccc(-c2sc3nc(N4CCOCC4)c4c(c3c2N)CC(C)(C)OC4)o1	-6%	i	-26%	-0.1%	8.0%	-0.9%	-17%	1.2	31%	7%
8	CCOC(=O)c1[nH]cnc1C(=O)Nc1ccc([N+](=O)[O-])cc1	-3%	i	10%	0.0%	-0.6%	-0.7%	-7%	0.6	-7%	-10%
9	CCCS(=O)(=O)c1nc(S(=O)(=O)c2ccc(C)cc2)c(NCCCN(C)C)s1	-2%	i	0%	0.1%	1.6%	0.2%	16%	0.2	-27%	9%
10	CCO[C@@H]1OC(C(=O)N2CCN(Cc3ccc4c(c3)OCO4)CC2)=C[C@H](c2ccc(Br)cc2)[C@H]1CCCO	16%	i	-11%	0.5%	-7.1%	1.1%	-17%	1.7	-1%	4%
11	Cc1ccc(OCCn2cc(/C=N/NC(=O)c3ccncc3)c3ccccc32)cc1	0%	i	-19%	0.5%	18%	-3.5%	-18%	0.5	30%	13%
12	CCn1cnc2c1c(=O)n(Cc1nnc3n1-c1ccccc1SC3)c(=O)n2Cc1ccccc1	7%	i	-29%	0.2%	-1.3%	-3.1%	-4%	0.9	28%	13%
13	CSc1ccc(/C=C/C(=O)OCC(=O)N(C)CCC#N)cc1	0%	i	22%	0.6%	-4.0%	0.0%	-2%	1.4	-23%	7%
14	Cc1cc(C(=O)Nc2ncc(C)s2)c2ccccc2n1	2%	i	-30%	-0.1%	4.0%	-1.8%	-8%	0.7	13%	-35%
15	Nc1nc(NC(=O)c2ccc(Cl)cc2)nn1-c1ccccc1	-14%	i	-18%	-0.2%	1.8%	-0.1%	-10%	0.6	12%	-5%
16	CCOC(=O)N1CCN(S(=O)(=O)c2ccc(NC(C)=O)cc2)CC1	6%	i	-6%	0.0%	4.8%	-1.9%	-5%	0.5	10%	10%
17	COc1ccccc1C(=O)NC(=S)Nc1cccc2cc(O)ccc12	-11%	?	-15%	-0.1%	-1.8%	1.5%	-1%	.	2%	19%
18	COc1ccccc1P(=O)(c1ccccc1)c1ccc([N+](=O)[O-])cc1 (centres undefined)	0%	i	18%	0.2%	-1.2%	-0.5%	10%	0.3	-6%	10%
19	COc1ccc(S(=O)(=O)Nc2ccccn2)cc1C(=O)Nc1ccccc1	1%	i	4%	-0.2%	0.6%	0.6%	0%	0.9	-21%	-10%
20	COc1ccc(NC(=O)N2CCCC(C(=O)NCc3ccccc3F)C2)cc1 (centres undefined)	-3%	i	-41%	-0.2%	1.9%	0.5%	2%	4.7	-10%	-8%
21	Cc1cc(N2C(=O)C=CC2=O)c([N+](=O)[O-])cc1C	10%	i	8%	0.4%	-0.4%	18%	1%	0.7	-3%	6%
22	CCOc1ccccc1C(=O)Nc1cc(Cl)ccc1O	12%	i	19%	0.2%	-1.8%	-1.5%	-13%	0.3	-17%	5%
23	O=C(C1CCCC1)N1CCN(S(=O)(=O)c2cccc(Cl)c2Cl)CC1	9%	i	-13%	-0.1%	-4.2%	1.1%	-8%	0.7	-11%	-14%
24	CCC(=O)N1c2ccccc2-c2nnc(SC)nc2OC1c1ccc(OC)c(OC)c1 (centres undefined)	14%	i	18%	-0.1%	1.4%	7.6%	-6%	1.2	-9%	2%
25	O=C1CCC(=O)N1CCCCCc1nc(-c2ccccc2)no1	-11%	i	-16%	0.2%	-1.7%	2.9%	-7%	0.6	-37%	-16%
26	NS(=O)(=O)c1ccc(NC(=O)CSc2nnc(-c3ccc(O)cc3)o2)cc1	-6%	i	-20%	-0.1%	1.1%	0.9%	1%	0.7	-37%	-2%
27	O=C(NCC1CCCO1)C(C(=O)c1ccccc1)n1cc(Cl)ccc1=O (centres undefined)	27%	i	-12%	-2.3%	2.0%	-2.6%	6%	2.4	2%	10%
28	C=CCc1ccc(OCCOCCOc2cccc3cccnc23)c(OC)c1	-1%	i	-19%	0.1%	0.6%	-3.0%	1%	0.9	-16%	5%
29	Cc1cc(C)c(CSc2ncnc3nc[nH]c23)c(C)c1	8%	i	-30%[20 µM]	-0.1%	.	1.0%	10%	0.8	6%	21%
30	COC(=O)/C(=N/Nc1ccccc1C)Sc1nnc(C(O)c2ccccc2)n1-c1ccccc1 (centres undefined)	3%	i	7%	0.2%	-0.4%	-3.0%	0%	0.7	48%	-1%
31	C/C(=N\NC(=O)c1ccoc1C)c1ccccc1O	11%	i	-17%	0.0%	-2.2%	-1.8%	2%	3.0	-53%	-32%
32	O=C(Nc1ccc(Cl)c([N+](=O)[O-])c1)c1cnccn1	14%	i	-22%	0.5%	6.0%	14%	.	0.0	-24%	13%
33	Cc1ccc(N2CCN(C(=O)c3ccccc3NC(=O)C3CC=CCC3C(=O)O)CC2)cc1 (centres undefined)	8%	i	-19%	0.3%	1.1%	2.2%	-6%	0.5	11%	14%
34	COC(=O)CCCC1=CC2=C(c3ccccc3)C(=O)C(C)(OC(=O)C3CCCC3)C(=O)C2=CN1C1CCCCC1 (centres undefined)	-5%	i	.	-0.1%	-0.8%	-2.6%	4%	1.3	5%	4%
35	CCOC(=O)C1C(=O)CC(C)(O)C(C(=O)OCC)C1/C=C/c1ccccc1 (centres undefined)	14%	i	-26%	0.2%	-1.6%	-1.1%	12%	0.6	-2%	0%
36	O=C(COc1ccc(CO)cc1)Nc1ccc(F)cc1	12%	i	-10%	-0.2%	0.4%	-0.9%	-5%	0.5	-37%	-16%
37	COc1ccc(S(=O)(=O)NC2CC3CCC2C3)cc1 (centres undefined)	-5%	i	-35%[20 µM]	1.0%	1.0%	0.1%	6%	0.5	-8%	19%
38	CCN=C(N/N=C/c1ccc([N+](=O)[O-])cc1)SC	-3%	i	-13%	0.3%	-1.4%	0.8%	-4%	0.3	-23%	-62%
39	Cc1[nH]c2ccccc2c1C(C[N+](=O)[O-])c1ccco1 (centres undefined)	0%	i	-1%	0.5%	-0.3%	16%	11%	0.5	-16%	9%
40	COc1cccc2cc(C(=O)N3CCN(C(=O)c4ccccc4)CC3)c(=O)oc12	6%	i	18%	0.4%	-4.7%	-1.9%	4%	0.6	-16%	19%
41	O=C(/C=C/c1ccc(Cl)cc1)Nc1ccc(CN2CCOCC2)cc1	0%	i	14%	-0.2%	-3.0%	0.4%	0%	0.2	-7%	24%
42	CC(C)C[C@H](NC(=O)C1CC(=O)N(c2ccc3c(c2)OCCO3)C1)C(=O)N1CCCCC1 (some centres undefined)	-1%	i	-46%	0.5%	5.9%	0.0%	-1%	1.1	-24%	-3%
43	CCCCNc1nc(CC(C)=O)ns1	2%	i	-22%	-0.1%	9.9%	0.6%	-16%	0.7	-26%	3%
44	CCn1cc(C(=O)NCCCN2CCN(C)CC2)c(=O)c2cc(S(=O)(=O)N3CCc4ccccc4C3)ccc21	11%	i	-8%	0.5%	-0.9%	3.0%	-9%	0.3	0%	18%
45	COc1ccc(C2=NCC(CSc3nnc(-c4ccc5c(c4)OCO5)o3)S2)cc1 (centres undefined)	-6%	i	13%	-0.3%	-1.6%	3.4%	10%	1.5	34%	-6%
46	Cc1nccn1CC(=O)N/N=C/c1c[nH]c2ccccc12	-23%	i	21%	0.3%	0.0%	-0.6%	14%	0.4	-2%	2%
47	O=C(CSc1nc2[nH]ncc2c(=O)[nH]1)NCc1ccc(F)cc1	10%	i	4%	-0.2%	-1.3%	-1.1%	-12%	0.6	-24%	-4%
48	COc1ccc(-n2c(Cn3c(=O)sc4ccccc43)nnc2SCC(N)=O)cc1	11%	i	-15%	-0.1%	3.4%	3.4%	-3%	1.4	-4%	15%
49	Cc1[nH][nH]c(=O)c1C(c1ccc([N+](=O)[O-])cc1)c1c(C)[nH][nH]c1=O	2%	i	-24%	-0.2%	.	-3.2%	-4%	0.8	18%	-18%
50	O=C(O)CCCn1cc(NC(=O)c2ccc(Br)o2)cn1	-3%	i	-11%	0.1%	-1.3%	-0.6%	-10%	0.2	-17%	15%
51	CC(C)(C)c1cc[n+](C2=C([O-])c3ccccc3C(=O)/C2=N\S(=O)(=O)c2ccccc2)cc1	6%	i	-7%	-0.2%	1.7%	-0.7%	2%	0.5	-9%	28%
52	CCCCCCc1ccc(N2C[C@H](CCCCC)[C@@H](CC(=O)NCc3ccccc3)C2=O)cc1	12%	i	-52%[20 µM]	-0.3%	7.2%	3.1%	3%	1.3	26%	3%
53	CCCCC1(C)Nc2ccccc2-c2nc3ccccc3n21 (centres undefined)	21%	i	27%	-0.1%	0.3%	1.5%	-5%	4.1	-8%	-35%
54	CC(C)CNS(=O)(=O)c1ccc(CCC(=O)N2CCN(Cc3ccc4c(c3)OCO4)CC2)cc1	-14%	i	-69%	-0.5%	4.5%	-0.6%	-12%	0.4	-4%	4%
55	O=[n+]1c2c(n([O-])c3cc(F)ccc31)CCCC2	18%	i	-15%	0.7%	-1.3%	6.5%	11%	0.8	-20%	4%

These rows are one share of the data. The share of hits here may be higher or lower than overall.
